RAD52 anneal inh: RAD52 DNA annealing inhibitors, primary screen, biochemical, FRET, single point, set 2; DNA repair protein RAD52 homolog (Homo sapiens), P43351; recombinant RAD52 DNA annealing, FRET fluorescence; inhibition, % at 18.7 µM; actives 0.46% (n = 360,000); AID 651710, 2012;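 active means every replicate showing at least 50% inhibition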
GSIS activator: GLuc luminescence reporter in INS-1E cells, primary screen for activators of glucose-dependent secretion of insulin; actives 0.61% (n = 370,000); activation, % at 16.6 µM; INS-1E GLuc reporter insulin secretion, 2-3 h; AID 743287, 2014;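 active means lowest replicate activation of at least 40%, so every replicate reaches that level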;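 further: 0% = median of neutral control wells and 100% = median of IBMX positive control wells; some compounds called inactive have numbers as strong as hits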
CFTR F508del cor: F508del CFTR correction, initial screen, CFBE line, single point. actives 0.36% (n = 350,000). activity (quench increase), % at 7.58 µM. CFBE cells, YFP halide quenching; stimulated with forskolin plus potentiator P3; % fluorescence drop versus neutral controls;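 active means mean added fluorescence quench of at least 8% versus neutral control, with both replicates also reaching 8%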;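 further: cells transiently co-express mutant CFTR-F508del with the halide-sensitive YFP; corrector assay measuring rescue of mutant channel to the surface after 24 h compound exposure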
esBAF inh: Bmi1 luciferase reporter increase in mESCs, primary screen, esBAF inhibitor project, mouse ES cells, Bmi1 luciferase knock-in, single point; 24 h; 100% = twice the neutral-well signal; reporter increase, % at 12.5 µM; actives 2% (n = 350,000); in the data active means activation above about 40%;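 further: 0% = median of the plate's neutral control wells and 100% = double that signal; a rise in the Bmi1 reporter signal indicates esBAF inhibition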
ARNT TACC3 PPI: disruptors of ARNT/TACC3 protein interaction, primary screen, biochemical, AlphaScreen, single concentration; inhibition, % at 9.99 µM; AlphaScreen His-ARNT PAS-B/GST-TACC3 binding, luminescence; TACC3 fragment carries E629A point mutation; actives 0.66% (n = 390,000); Transforming acidic coiled-coil-containing protein 3 (Homo sapiens), Q9Y6A5;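 active means mean inhibition of replicates at least 50% and at least half of replicates each reaching 50%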;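 further: 0% = complete ARNT plus TACC3 wells and 100% = ARNT alone without TACC3; many hits fall short of the cut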
Xi reactivation: activators of inactive X chromosome reactivation, primary screen, imaging, XiGFP fibroblasts, GFP high-content imaging, set 2. actives 0.055% (n = 360,000). activation, % at 7.58 µM. AID 743238, 2013. XiGFP mouse fibroblasts, % GFP-positive cells imaging, 3 d; cells co-treated with 5-aza-dC sensitizer; scaled so ellipticine positive control = 100%;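 active means mean normalized replicate activation at least 10% and every replicate at or above 10%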;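 further: 0% = median of on-plate neutral control wells and 100% = ellipticine 6 µM median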
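System: XiGFP fibroblasts, SV40-immortalized. Medium: DMEM plus 5-aza-dC sensitizer. Doses: single point. Timing: 3 d treatment, 15 min room-temperature fixation. Control set: ellipticine 6 µM.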
RAD54 inh: inhibitors of human RAD54 branch migration, primary screen, biochemical, fluorescence, single point. DNA repair and recombination protein RAD54-like (Homo sapiens), Q92698. RAD54 Holliday junction branch migration, FAM/BHQ fluorescence. inhibition, % at 10.4 µM. actives 0.14% (n = 360,000);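 active means mean normalized replicate activity at least 40 and at least half of replicates scoring 40 or more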;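 further: 0% = median of neutral control wells and 100% = median of positive control wells; inhibitors cause a drop in the FAM fluorescence signal; in these data hits start at about 50%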
Target sequence (Q92698 whole entry, looked up): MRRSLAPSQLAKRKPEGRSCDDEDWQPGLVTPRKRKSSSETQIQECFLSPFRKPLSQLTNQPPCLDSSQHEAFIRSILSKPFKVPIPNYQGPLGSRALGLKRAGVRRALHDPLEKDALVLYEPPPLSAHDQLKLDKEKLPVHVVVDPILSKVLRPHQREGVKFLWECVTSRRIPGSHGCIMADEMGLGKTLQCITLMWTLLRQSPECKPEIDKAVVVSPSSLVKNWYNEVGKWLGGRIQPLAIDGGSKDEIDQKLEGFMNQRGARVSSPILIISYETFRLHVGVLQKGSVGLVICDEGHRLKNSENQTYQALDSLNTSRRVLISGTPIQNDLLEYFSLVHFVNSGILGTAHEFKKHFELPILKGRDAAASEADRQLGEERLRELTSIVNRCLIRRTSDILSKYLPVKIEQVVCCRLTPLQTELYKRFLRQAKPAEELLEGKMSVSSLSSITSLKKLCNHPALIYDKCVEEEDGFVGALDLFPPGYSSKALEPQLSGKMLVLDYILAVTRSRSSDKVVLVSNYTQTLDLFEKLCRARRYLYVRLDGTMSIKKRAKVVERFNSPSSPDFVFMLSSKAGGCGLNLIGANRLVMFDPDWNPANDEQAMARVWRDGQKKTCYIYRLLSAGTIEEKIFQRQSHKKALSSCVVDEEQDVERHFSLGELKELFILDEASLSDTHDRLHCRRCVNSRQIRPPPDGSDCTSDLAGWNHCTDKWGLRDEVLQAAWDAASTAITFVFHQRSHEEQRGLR
ERAP1 inh: human ERAP1 aminopeptidase inhibitors, primary screen, biochemical, single point, plate reader; Endoplasmic reticulum aminopeptidase 1 (Homo sapiens), Q9NZ08; recombinant ERAP1, Leu-AMC fluorescence, 60 min; inhibition, % at 10.7 µM; actives 0.15% (n = 340,000); AID 652197, 2013;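 active means mean replicate inhibition of at least 30%, or all replicates individually reaching that 30% level; inactive means mean below 30% and not every replicate reaching it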;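 further: 0% = neutral control wells and 100% = L-leucinethiol positive control wells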
Numbers without * were called inactive. The order is random. Share with any hit: about 3.3%.

The first four compounds, to show the layout:
CSc1ccc(CN(C)C(=O)CNC(=O)c2sc3ccccc3c2Cl)cc1 was read as RAD52 anneal inh -19, GSIS activator -3, CFTR F508del cor -0.1, esBAF inh 6, ARNT TACC3 PPI -2, Xi reactivation 0.5, RAD54 inh 7 and ERAP1 inh -1.
O=C(C[n+]1ccncc1)c1ccccc1 was read as RAD52 anneal inh -12, GSIS activator -9, CFTR F508del cor -0.7, esBAF inh 0, ARNT TACC3 PPI -6, Xi reactivation 0.1, RAD54 inh -1 and ERAP1 inh 2.
`COc1cccc(CN2CC(C(=O)NCCCCc3ccccn3)CCC2=O)c1` (stereo unspecified) gave RAD52 anneal inh -6, GSIS activator 0, CFTR F508del cor 0.5, esBAF inh -4, ARNT TACC3 PPI 0, Xi reactivation 0.0, RAD54 inh -6 and ERAP1 inh -2.
For Cc1ccc(C)n1-c1ccccc1N1CCCCC1 the results were RAD52 anneal inh -20, GSIS activator 16, CFTR F508del cor 0.7, ARNT TACC3 PPI -3, Xi reactivation 0.0 and ERAP1 inh 2.

The list itself, from the start:
CSc1ccc(CN(C)C(=O)CNC(=O)c2sc3ccccc3c2Cl)cc1 was read as RAD52 anneal inh -19, GSIS activator -3, CFTR F508del cor -0.1, esBAF inh 6, ARNT TACC3 PPI -2, Xi reactivation 0.5, RAD54 inh 7 and ERAP1 inh -1.
O=C(C[n+]1ccncc1)c1ccccc1 was read as RAD52 anneal inh -12, GSIS activator -9, CFTR F508del cor -0.7, esBAF inh 0, ARNT TACC3 PPI -6, Xi reactivation 0.1, RAD54 inh -1 and ERAP1 inh 2.
`COc1cccc(CN2CC(C(=O)NCCCCc3ccccn3)CCC2=O)c1` (stereo unspecified) gave RAD52 anneal inh -6, GSIS activator 0, CFTR F508del cor 0.5, esBAF inh -4, ARNT TACC3 PPI 0, Xi reactivation 0.0, RAD54 inh -6 and ERAP1 inh -2.
For Cc1ccc(C)n1-c1ccccc1N1CCCCC1 the results were RAD52 anneal inh -20, GSIS activator 16, CFTR F508del cor 0.7, ARNT TACC3 PPI -3, Xi reactivation 0.0 and ERAP1 inh 2.
For COn1c(=O)c(-c2cccc(Br)c2)[n+]([O-])c2ccccc21 the results were RAD52 anneal inh -12, GSIS activator 4, CFTR F508del cor -2.3, esBAF inh -3, ARNT TACC3 PPI -1, Xi reactivation 0.3, RAD54 inh -3 and ERAP1 inh 1.
`O=C(CN1C(=O)c2ccccc2C1=O)OCC(=O)N1CCN(c2ccccc2)CC1` gave RAD52 anneal inh -2, GSIS activator 20, CFTR F508del cor 0.0, esBAF inh 6, ARNT TACC3 PPI -3, Xi reactivation 0.4, RAD54 inh 3 and ERAP1 inh -1.
CCC(C)NC(=O)c1cn(CCOC)c(=O)c2c1c1ccccc1n2C (stereo unspecified) was read as RAD52 anneal inh 2, GSIS activator -3, CFTR F508del cor 0.4, esBAF inh -3, ARNT TACC3 PPI -12, Xi reactivation 0.1, RAD54 inh 6 and ERAP1 inh -7.
`CCNc1nc(NCC)n2c(SCC(=O)Nc3ccc(F)cc3[N+](=O)[O-])nnc2n1` gave RAD52 anneal inh 1, CFTR F508del cor -0.9, esBAF inh -1, ARNT TACC3 PPI 3, Xi reactivation 0.1, RAD54 inh 1 and ERAP1 inh -1.
COc1ccc(OC)c(N2CC(O)(c3ccccc3)[N+]3=C2SCCC3)c1 (stereo unspecified) was read as RAD52 anneal inh 2, GSIS activator 28, CFTR F508del cor 0.5, ARNT TACC3 PPI -5, Xi reactivation 0.1 and ERAP1 inh 0.
Screening CC(C)C#Cc1ccc([C@H]2[C@@H](C#N)N(C(=O)C3CC3)[C@@H]2CO)cc1 returned RAD52 anneal inh -10, GSIS activator -3, CFTR F508del cor 3.8, esBAF inh 2, ARNT TACC3 PPI -17, Xi reactivation 0.0, RAD54 inh 6 and ERAP1 inh 3.
Screening CCOC(=O)c1c(-c2ccc(OC)cc2)csc1NC(=O)CSc1nnc(C)c(=O)[nH]1 returned RAD52 anneal inh -15, GSIS activator 14, CFTR F508del cor -1.2, ARNT TACC3 PPI 11, Xi reactivation 0.2 and ERAP1 inh 8.
For CCCNC(=O)N1CC2(CN(CC3CCOCC3)C2)c2c([nH]c3cc(OC)ccc23)[C@@H]1CO the results were RAD52 anneal inh 8, GSIS activator 9, CFTR F508del cor 2.0, Xi reactivation 0.3 and ERAP1 inh -1.
For C[C@@H]1CN([C@H](C)CO)C(=O)c2cc(C3=CCCC3)cnc2O[C@@H]1CN(C)C(=O)Nc1ccc(F)cc1 the results were RAD52 anneal inh 10, GSIS activator -13, CFTR F508del cor 0.0, esBAF inh 9, ARNT TACC3 PPI -4, Xi reactivation 0.0, RAD54 inh 5 and ERAP1 inh 2.
`CC(C)C[C@H]1CN([C@@H](Cc2ccc(O)cc2)CN2CCCC2CN2C(=S)NC[C@@H]2Cc2ccccc2)C(=S)N1CC1CCCCC1` (stereo partly specified) gave RAD52 anneal inh -30, CFTR F508del cor 3.0, Xi reactivation 0.0 and ERAP1 inh 4.
Screening C/C=C/C=N/Nc1nc(C)cc(=O)[nH]1 returned RAD52 anneal inh -15, GSIS activator -17, CFTR F508del cor -2.0, ARNT TACC3 PPI -2, Xi reactivation 0.0 and ERAP1 inh 3.
Screening O=C(COc1ccc(Cl)cc1Br)NCC(c1ccco1)N1CCCC1 (stereo unspecified) returned RAD52 anneal inh -28, GSIS activator 4, CFTR F508del cor 1.5, esBAF inh 3, Xi reactivation 0.4, RAD54 inh 11 and ERAP1 inh -2.
For CC(C)NC(=O)Nc1ccc2c(c1)C(=O)N(C)[C@H]1CC[C@H](CC(=O)Nc3ccccc3)O[C@@H]1CO2 the results were RAD52 anneal inh 1, GSIS activator 14, CFTR F508del cor -3.0, esBAF inh -3, ARNT TACC3 PPI -15, Xi reactivation 0.1, RAD54 inh 0 and ERAP1 inh -1.
For C[C@@H]1CN([C@@H](C)CO)C(=O)c2cc(NC(=O)Cn3cnnn3)ccc2O[C@H]1CN(C)S(C)(=O)=O the results were RAD52 anneal inh -14, GSIS activator 15, CFTR F508del cor 0.0, esBAF inh -3, ARNT TACC3 PPI -10, Xi reactivation 0.1, RAD54 inh 5 and ERAP1 inh -1.
N#Cc1cnc(NOCc2ccc(Cl)cc2)nc1 was read as RAD52 anneal inh -9, GSIS activator 9, CFTR F508del cor 1.3, ARNT TACC3 PPI 1, Xi reactivation 0.0 and ERAP1 inh 7.
O=C(c1ccccc1)N1CC(=O)N2[C@H](C1)[C@H](c1ccc(C#CC3CC3)cc1)[C@@H]2CO was read as RAD52 anneal inh -3, GSIS activator -5, CFTR F508del cor 3.2, Xi reactivation 0.1 and ERAP1 inh 5.
Cc1ccc(Nc2nc(CSc3n[nH]c(N)n3)cs2)cc1 was read as RAD52 anneal inh -14, CFTR F508del cor 1.3, esBAF inh -50, ARNT TACC3 PPI 1, Xi reactivation -0.1, RAD54 inh 5 and ERAP1 inh 0.
`NS(=O)(=O)c1ccc(NC(=O)COC(=O)CCC2CCCCC2)cc1` gave GSIS activator 0, ARNT TACC3 PPI -9, Xi reactivation 0.0 and RAD54 inh 8.
Screening O=C(C1CCCC1)N1CC(=O)N2[C@H](C1)[C@H](c1ccc(C#CC3CCCC3)cc1)[C@@H]2CO returned RAD52 anneal inh 0, GSIS activator -13, CFTR F508del cor -2.2, Xi reactivation 0.0 and ERAP1 inh -2.
Screening COc1ccc(Cc2c(C3CCCCC3)nc3ccc(Br)cn23)c(C)c1 returned RAD52 anneal inh -35, GSIS activator -13, CFTR F508del cor -1.1, esBAF inh 5, Xi reactivation 0.1, RAD54 inh -1 and ERAP1 inh 1.
For COc1cccc(-c2nc(CS(=O)(=O)CC(=O)NCCc3ccccc3)c(C)o2)c1 the results were RAD52 anneal inh -11, GSIS activator 6, CFTR F508del cor 0.2, esBAF inh -4, ARNT TACC3 PPI -21, Xi reactivation 0.2, RAD54 inh -11 and ERAP1 inh -3.
`C[C@@H]1CN([C@@H](C)CO)S(=O)(=O)c2ccc(C#CCN(C)C)cc2O[C@H]1CN(C)S(C)(=O)=O` gave RAD52 anneal inh -10, GSIS activator 18, CFTR F508del cor 1.7, esBAF inh 5, ARNT TACC3 PPI -1, Xi reactivation -0.2, RAD54 inh -1 and ERAP1 inh 1.
`O=C(NCCCN1CCOCC1)c1nn2c(C(F)(F)F)cc(-c3ccco3)nc2c1Cl` gave RAD52 anneal inh -6, GSIS activator 17, CFTR F508del cor 1.3, esBAF inh 8, ARNT TACC3 PPI -4, Xi reactivation 0.0, RAD54 inh -2 and ERAP1 inh -2.
For COc1ccc(-c2csc(NC(=O)CS(=O)(=O)c3ccccc3)n2)c(OC)c1 the results were RAD52 anneal inh -32, GSIS activator -3, CFTR F508del cor -3.1, esBAF inh 1, Xi reactivation 0.2, RAD54 inh 1 and ERAP1 inh 0.
Screening Cc1ccc2nc(N3CC(C)OC(C)C3)nc(-c3ccccc3)c2c1 (stereo unspecified) returned RAD52 anneal inh -6, CFTR F508del cor -1.4, esBAF inh -6, ARNT TACC3 PPI -31, Xi reactivation 0.5, RAD54 inh -10 and ERAP1 inh 2.
Screening O=C(Nc1nc2cc3c(cc2s1)OCCO3)c1ccc([N+](=O)[O-])o1 returned RAD52 anneal inh -14, GSIS activator 6, CFTR F508del cor -5.8, esBAF inh 20, ARNT TACC3 PPI -1, Xi reactivation -0.1, RAD54 inh -4 and ERAP1 inh -4.
Screening O=C(C[C@@H]1CC[C@@H]2[C@H](COC[C@@H](O)CN2Cc2nccs2)O1)NCc1ccc(F)cc1 returned RAD52 anneal inh -1, GSIS activator 2, CFTR F508del cor 1.2, esBAF inh 3, ARNT TACC3 PPI -5, Xi reactivation 0.2, RAD54 inh 0 and ERAP1 inh 0.
Cc1ccc(OCC(=O)N2CCc3ccccc3C2)c(Br)c1 was read as RAD52 anneal inh -14, GSIS activator 1, CFTR F508del cor -2.8, esBAF inh 9, ARNT TACC3 PPI 24, Xi reactivation 0.1, RAD54 inh 3 and ERAP1 inh -5.

Assay outcomes as filed in PubChem.
